Tb hexokinase: Trypanosoma brucei hexokinase 1 inhibitors, primary screen, biochemical, G6PDH-coupled NADH absorbance, MLSCN library. hexokinase 1 [Trypanosoma brucei]. 220,000 tested, 0.11% active. AID 1430, 2008. inhibition, % at 10 µM. recombinant TbHK1, G6PDH-coupled NADH A340;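 active = inhibition of 50% or more in the single-dose primary screen; inactive = inhibition below 50%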
EP2 modulator: EP2 receptor modulators, cAMP readout, primary screen, cell-based, HTRF cAMP, PGE2 stimulation; Prostaglandin E2 receptor EP2 subtype (Homo sapiens), P43116; EP2-expressing cells, cAMP HTRF FRET, PGE2 co-stimulation; induction, % at 25 µM; 260,000 tested, 0.83% active; AID 940, 2007;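 active = compounds whose cAMP rise, as percent of the full-agonist control response, exceeds 60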;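 also: rat C6 glioma line stably carrying human EP2 under a CMV promoter; the protocol text gives 20 µM as final concentration; 100% = response of wells given 1 µM PGE2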
Hck Nef HTS: inhibitors of Nef-activated human Hck kinase, primary screen, biochemical, Z-Lyte FRET, 384-well, Hck-YEEI; inhibition, % at 20 µM; 220,000 tested, 0.68% active; Recombinant Hck-YEEI plus Nef, Z-Lyte FRET kinase assay; Tyrosine-protein kinase HCK (Homo sapiens), P08631;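 active = Hck-Nef kinase inhibition above about 50%, limit read from the data; inactive = inhibition below that limit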;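 also: 0% = DMSO with Hck plus Nef and 100% = Hck alone without Nef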
Rad51 HR inh: human RAD51 strand exchange inhibitors, primary screen, biochemical, fluorescence; DNA repair protein RAD51 homolog 1 (Homo sapiens), Q06609; hRad51 DNA strand exchange, fluorescence dequenching; inhibition, % at 10 µM; 200,000 tested, 0.085% active; AID 1385, 2008;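 active = inhibition above 40% at the single screening dose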;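 also: 0% = DMSO control wells and 100% = blanks with heterologous ssDNA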
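Read-out basis: percent inhibition relative to plate controls and blanks / Assay system: human Rad51 nucleoprotein filaments preassembled on unlabelled ssDNA / Timing: filaments 15 min 37 °C, then compound 30 min / Control set: per-plate controls and blanks / Technique: fluorescence dequenching at 485/520 nm / Compound: 10 µM final, single point / Also added: Fluorescein- and BHQ1-tagged 47-mer duplex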
PGE2 EP2 inh: human EP2 receptor antagonists, primary screen, TR-FRET cAMP, C6 glioma cells; Prostaglandin E2 receptor EP2 subtype (Homo sapiens), P43116; C6 glioma cells expressing human EP2; cells stimulated with saturating PGE2; inhibition, % at 25 µM; 260,000 tested, 0.52% active;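 active = percent inhibition above 40 after rounding to a whole number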;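 also: rat C6 glioma host cells with rolipram phosphodiesterase inhibitor present; the protocol text gives 20 µM as final concentration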
m-calpain inh: inhibitors of pig calpain II, primary screen, biochemical, fluorogenic peptide substrate, 1536-well | purified calpain II, 30 min | inhibition, % at 16 µM | 220,000 tested, 0.37% active | AID 1236, 2008;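 active = inhibition above about 50%, limit read from the data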
eIF4E-4G inh: eIF4E–eIF4G protein interaction inhibitors, primary screen, biochemical, uHTS, TR-FRET, eIF4GI fragment; Eukaryotic translation initiation factor 4E (Mus musculus) + Eukaryotic translation …; TR-FRET eIF4E-eIF4GI(517-606) binding, 2 h; inhibition, % at 21.7 µM; 220,000 tested, 0.37% active;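 active = inhibition above about 30%, limit read from the data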;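 also: 0% = full FRET control wells and 100% = background wells lacking eIF4GI fragment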
zVAD death inh: inhibitors of zVAD-triggered necroptosis, primary screen, L929 cells; L929 zVAD necroptosis rescue, ATP luminescence, 24 h; with zVAD 60 µM; 220,000 tested, 0.38% active; viability rescue, % at 10 µM;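 active = activation, scaled between plate controls, above about 75%, limit read from the data; inactive = activation under that limit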;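 also: 0% = zVAD with DMSO and 100% = DMSO alone without zVAD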
14-3-3 Bad inh: inhibitors of 14-3-3 zeta/Bad binding, primary screen, biochemical, TR-FRET, bovine 14-3-3 zeta; 14-3-3 protein zeta/delta (Bos taurus), P63103; TR-FRET 14-3-3zeta/Dy647-pBad peptide displacement, 1 h; inhibition, % at 21.7 µM; 220,000 tested, 0.71% active; AID 781, 2007;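 active = inhibition above about 70%, limit read from the data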;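 also: 0% = full 14-3-3 plus peptide FRET controls and 100% = background without 14-3-3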
Starred values were filed as active, the others as inactive; i = inactive; / = not tested or not shown; & = joins results of further samples; [ ] = dose if it differs, or a comment. Some of the compounds tested; rates above refer to the full screens.

SMILES	Tb hexokinase	EP2 modulator	Hck Nef HTS	Rad51 HR inh	PGE2 EP2 inh	m-calpain inh	eIF4E-4G inh	zVAD death inh	14-3-3 Bad inh
Cc1nc2sc(C(c3cccs3)N3CCN(C(=O)c4ccco4)CC3)c(O)n2n1 (stereo not given)	-27	20	4	1	13	4	1	0.4	-2
N#CC1=C(N)Oc2cc3ccccc3cc2C1c1cccnc1 (stereo not given)	-3	-10	-2	-3	20	-10	7	2.3	4
CC1=C(C(=O)OCCNC(=O)c2cccnc2)C(c2cccc([N+](=O)[O-])c2)C(C(=O)OCCN(C)C)=C(C)N1 (stereo not given)	-20	25	2	/	9	-4	1[fluorescence artefact?]	-0.1	3[fluorescence artefact?]
COc1ccc(C2(CNC(=O)c3cccc([N+](=O)[O-])c3)CCCCC2)cc1OC	-4	-17	6	3	5	27	12[fluorescence artefact?]	-0.3	4
CCN(CC)C(=O)Cn1cc(C(=O)C(=O)NCCc2ccc(S(N)(=O)=O)cc2)c2ccccc21	-18	-3	23	-13	10	-19	-6	2.1	-13
CC(=O)C1=C(O)C(=O)N(CCc2c[nH]c3ccccc23)C1c1ccc(C)cc1 (stereo not given)	-29	5&12	17	2	13&12	-118	-1	6.9	-16
CCC1=NN(C(=O)c2ccc(Br)cc2)C(O)(c2ccccc2)C1 (stereo not given)	4	-16	3	/	5	33	1	1.8	-2
Cc1nc2ccc(NC(=O)c3c(-c4ccccc4)noc3C)cc2s1	1	10	1	-6	10	8	2	-0.1	11
CCOC(=O)c1cccc(NC(=O)COC)c1	1	30	-2	/	8	-37	0[fluorescence artefact?]	0.9	6[fluorescence artefact?]
CCOC(=O)c1ccccc1NC(=O)CSc1nc2ccccc2n1CC(=O)N1CCCC1	-3	2	0	1	7	0	-1	-0.6	0

Quoted from the listing for reference:
SMILES	Tb hexokinase	EP2 modulator	Hck Nef HTS	Rad51 HR inh	PGE2 EP2 inh	m-calpain inh	eIF4E-4G inh	zVAD death inh	14-3-3 Bad inh
Cc1nc2sc(C(c3cccs3)N3CCN(C(=O)c4ccco4)CC3)c(O)n2n1 (stereo not given)	-27	20	4	1	13	4	1	0.4	-2
N#CC1=C(N)Oc2cc3ccccc3cc2C1c1cccnc1 (stereo not given)	-3	-10	-2	-3	20	-10	7	2.3	4

The results go on:
SMILES	Tb hexokinase	EP2 modulator	Hck Nef HTS	Rad51 HR inh	PGE2 EP2 inh	m-calpain inh	eIF4E-4G inh	zVAD death inh	14-3-3 Bad inh
COc1cccc(C2c3[nH]c4ccccc4c3CCN2Cc2cnc(C)s2)c1OC (stereo not given)	-9	32	-9	/	2	-28	-1	-0.1	-15
Cc1c(N/N=C(\C#N)C(=O)c2ccc(Cl)cc2)c(=O)n(-c2ccccc2)n1C	-10	0	-4	14	11	27	2	1.4	-1[fluorescence artefact?]
CC(C)(C)c1ccc(S(=O)(=O)N(CCCN2CCOCC2)Cc2cccs2)cc1	-7	23	0	/	6	-16	-2[fluorescence artefact?]	/	63[fluorescence artefact?]
CCCS(=O)(=O)c1ccc(COC(=O)c2cccc(NC(=O)C(C)C)c2)cc1	0	-31	6	/	5	-5	4	0.6	-1
Cc1cccc(CCNS(=O)(=O)c2cnc[nH]2)c1	-3	2	2	-4	14	12	-2[fluorescence artefact?]	8.0	-1
CC(=O)Nc1ccc2c(c1)CCCN2C(=O)c1ccccc1	-1	1	1	13	10	-21	5[fluorescence artefact?]	-0.2	-1[fluorescence artefact?]
COC(=O)CNC(=O)C12CC3(C)CC(C)(CC(C)(C3)C1)C2	1	0	4	4	5	-6	-4	0.1	4[fluorescence artefact?]
COc1ccccc1-c1cc(C(=O)NCc2ccc(F)cc2)no1	1	-25	0	0	5	6	0	0.1	3
CNC(=S)N/N=C/c1ccc(N(C)C)cc1	-87	-14	21	5	14	-225	1	0.5	-4
CCC(C)[C@@H](NC(=O)OC(C)(C)C)c1nnc(S(=O)(=O)Cc2cccc(C)c2)o1 (stereo not given in full)	4	-2	-2	0	11	18	4	0.1	5
Cc1cc(C)cc(OCCNS(=O)(=O)c2cccs2)c1	-4	3	8	/	2	13	2	0.1	1
CCOC(=O)c1ccc(Oc2nc(NC(C)(C)C)nc(N(C)C)n2)cc1	-1	47	0	3	7	7	0	1.0	-7
COc1cccc(NC(=O)C2CCN(c3ncccn3)CC2)c1	3	-24	-1	-3	4	-92	2	-0.4	-5
COc1cc(CN2CCNC(=O)C2CC(=O)N(C)Cc2ncc[nH]2)cc(OC)c1 (stereo not given)	-3	3	19	-36	7	-39	-1	2.7	-6
O=C1NC(c2cccs2)Nc2ccccc21 (stereo not given)	-19	-4	1	32	13	i	/	1.2	/
O=[N+]([O-])c1cccc(/C=N/Nc2nc(C(Cl)(Cl)Cl)nc3ccccc23)c1	-16	-24	9	-3	21	24	-3[fluorescence artefact?]	0.5	-5
Cc1ccc(C(=O)CCC2CCCC2=O)cc1 (stereo not given)	5	22	4	-12	13	-10	5	1.6	1
COc1ccc(C(=O)Nc2cccc(S(C)(=O)=O)c2)cc1	7	-16	-28	-7	8	26	-5	0.4	-3
Cc1ccccc1OCc1nc(-c2cccnc2)no1	-2	-33	23	5	6	5	-2	-0.1	-10
O=C(CSc1nc2ccccc2[nH]1)Nc1nc(-c2cccc(Br)c2)cs1	-9	-3	1	-8	12	-4	-2[fluorescence artefact?]	0.0	2
C/C(=N\N)c1c(-c2ccccc2)c2cc(C)ccc2[nH]c1=O	-10	14	15	/	11	8	1	0.0	-8
COc1ccc(-n2nc([N+](=O)[O-])c(=NCc3ccco3)n2O)cc1	-3	-12	23	17	7	-23	-2	1.3	-19
O=C(NCc1ccco1)C1CCCCC1	-3	10	16	6	9	-23	1	7.5	-6
O=C(Nc1ccccc1C(F)(F)F)c1ccc(CN2CCC(Cc3ccccc3)CC2)cc1	5	11	1	2	13	5	1	0.1	-11
O=C(CCNc1ccccc1)c1cccc([N+](=O)[O-])c1	6	-10	0	/	/	51*	3[fluorescence artefact?]	-0.4	21
Cc1sc2ncn(C(C)C(=O)OC3CCCCC3)c(=O)c2c1C (stereo not given)	-8	-8	2	-1	11	34	-3	-0.7	0
COC(=O)c1ccc(-c2ccc(/C=N/NC(=O)CC3(C)OCCCO3)o2)cc1	-46	-29	24	5	4	-391	4	2.7	-7
CS(=O)(=O)N(CC(=O)N1CCC(C(N)=O)CC1)c1ccc(Oc2ccccc2)cc1	11	-4	-2	-1	13	-35	-3	1.9	-9[fluorescence artefact?]
Cc1cc(C)n2nc(C(=O)Nc3c(C)nn(Cc4ccc(F)cc4)c3C)cc2n1	5	-25	-15	3	3	-23	2	1.5	2
CCCc1ccc(Oc2cc(N3CCOCC3)nc(-c3ccccc3)n2)cc1	-1	/	3	-10	9	/	/	2.0	/
CCCCOc1ccc(C(=O)Oc2ccc(C)nc2)cc1	10	-38	-10	0	9	1	-6	-1.5	0
Cc1c(Cl)cccc1NC(=S)NCc1ccccc1Cl	1	-54	2	-6	6	3	13	-0.1	-14[fluorescence artefact?]
CC(Cc1ccccc1)N/C=C1/CC(=O)NC1=O (stereo not given)	0	29	0	1	2	-8	-6	-0.1	-18
O=C1NC(c2ccccc2Br)=N/C1=C\c1ccco1	-23	0	11	9	7	-7	2	0.3	-1
Cc1ccccc1-n1c(Cc2cccs2)n[nH]c1=S	2	18	-2	4	0	-8	9	-0.1	-10
CC(C)(C)NC(=S)NNC(=O)c1cccc(Br)c1	-5	-19	20	-9	8	5	2	0.7	-26
COC(=O)C1=C(NC(=O)COc2ccc(Cl)cc2Cl)CCS1	-6	6	1	1	5	-3	5[fluorescence artefact?]	-0.9	0
N/C(=N\OC(=O)c1ccc(Cl)cc1[N+](=O)[O-])c1cccnc1	-9	-28	5	0	14	6	-1	0.0	6
O=C(OCc1nc2ccccc2[nH]1)C12CC3CC(CC(C3)C1)C2	10	-49	0	-2	8	22	11	1.1	5
CCCC1(CCC)NC(=O)NC1=O	-2	-6	-1	1	14	19	11	0.4	4
Cc1ccc(-c2nnn(CC(=O)N(CC3CCCO3)C(C(=O)NC3CCCC3)c3ccc(F)cc3)n2)o1 (stereo not given)	28	10	-25	-1	16	6	2	0.3	6
Cc1cc(NC(=O)C2CCCCC2)ccc1NC(=O)c1ccccc1Cl	-3	-4	-18	/	4	-8	-7	/	-5
CCOCCCNS(=O)(=O)c1ccc(Br)cc1	3	-9	1	2	10	4	0	-0.3	0
CCc1cccc2c(=O)c(C(=O)N3CCOCC3)c[nH]c12	-3	30	2	-2	2	-8	4[fluorescence artefact?]	0.7	11[fluorescence artefact?]
CCCn1c(=S)[nH]c2cc(OC)c(OC)cc2c1=O	-21	1	15	-8	10	1	1	-1.2	14
O=[N+]([O-])c1ccc2c(c1)nc1n2CCN(C2CCCCC2)C1	-13	13	5	/	8	-25	1	0.9	-11
CCOC(=O)Cc1nnc(NC(=O)C2CCCCC2)s1	1	8&-12	23	-4	12&8	-12	-2	2.4	-9
O=c1c(N2CCOCC2)coc2ccccc12	3	15	-10	13	4	17	4	0.2	-14
COc1ccccc1NC(=O)CN(Cc1ccco1)C(=O)c1cc2ccccc2o1	-6	-3	19	-1	6	-3	1	0.0	-5
Cc1ccc(CSc2ncn(-c3ccccc3)n2)cc1	-4	-19	2	-8	4	16	6[fluorescence artefact?]	0.1	18[fluorescence artefact?]
(list continues)
SMILES	Tb hexokinase	EP2 modulator	Hck Nef HTS	Rad51 HR inh	PGE2 EP2 inh	m-calpain inh	eIF4E-4G inh	zVAD death inh	14-3-3 Bad inh
CCOC(=O)C(C)Sc1nnc(Cc2cc(=O)[nH]c(=O)[nH]2)n1-c1ccc(OCC)cc1 (stereo not given)	2	6	3	-3	13	-9	0	0.5	5
O=C(CSc1ccccc1)Nc1ccc(NC(=O)c2ccco2)cc1	7	-34	2	8	10	-51	-7	1.2	-5
CCCCN=c1scc(-c2ccc3c(c2)NC(=O)CO3)n1N=C1CCCC1	-10	44	3	4	3	9	-8	-0.8	-14
COCCCNC(=S)NNC(=O)C(O)(c1ccccc1)c1ccccc1	3	22	4	-25	4	-15	1	0.4	-6
COc1ccc(-c2nnc(SCC(=O)NNC(=O)Cc3ccccc3)n2C)cc1OC	-5	24	4	13	2	-3	15	0.7	-15
O=C(CSC1=NC(=O)C(Cc2ccccc2)C(=O)N1)NC1CCCCC1 (stereo not given)	5	31	-1	-5	9	-9	0[fluorescence artefact?]	0.2	-14[fluorescence artefact?]
N#C[C@@H]1[C@@H]2C(=O)N(c3ccc4c(c3)OCCO4)C(=O)[C@@H]2C2c3ccccc3C=CN21 (stereo not given in full)	-11	10	1	-41	4	-77	1	0.6	1
Cc1c(C(=O)N2CCC(C)CC2)sc2ncnc(N3CCN(c4ccccc4)CC3)c12	2	-18	0	/	/	63*	3	0.5	-21
CN(C(=O)OCc1ccccc1)C(CC(N)=O)C(=O)O (stereo not given)	5	27	1	8	19	0	-2[fluorescence artefact?]	-0.5	13[fluorescence artefact?]

From PubChem BioAssay
